BCR signal inh = qHTS Assay to Find Inhibitors of Chronic Active B-Cell Receptor Signaling; ABC-DLBCL IkBa-CBG/CBR reporter, luminescence ratio, 4 h; Potency, µM (doses to about 46.1 µM), for the others: at the top dose ratio change, negative = lower green/red ratio, actives largely listed as inhibitors; hit rate 0.05% among 340,000; AID 493014, 2011; active = well fitted inhibition curve with a large enough effect in the signal ratio, with a control signal flat, not every such curve was filed as active; inconclusive = small, poorly fitted or top-dose-only effect, or effect the other way, or a change in a side signal; the % refers to the signal ratio;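 note: potency is the fitted concentration of half-maximal effect; plate controls were basal doxycycline-induced cells for no effect and cells given 10 µM MG132 for full effect; MG132 reads +100%, hits lower the ratio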
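Doxycycline induced both beetle luciferases in TMD8 lymphoma cells; IKK-driven degradation limits the IkappaBalpha-fused green signal, while red luminescence normalises for cell number and nonspecific effects. Compounds tested up to 46 uM, 4 hrs.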
Tb PFK block = qHTS Assay to Find Inhibitors of T. brucei phosphofructokinase; ATP-dependent 6-phosphofructokinase (Trypanosoma brucei brucei), O15648; T. brucei PFK, ADP-Glo luminescence; Potency, µM (highest dose often 57.5 µM), inactives show at the top dose activity, negative = inhibition, usual class: inhibitors; hit rate 0.17% among 330,000; AID 485367, 2010;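 note: potency is the fitted concentration of half-maximal effect; 0% = uninhibited 1x PFK enzyme wells and -100% = no-enzyme wells; nearly all actives have a fitted effect of over 60% in size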
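Compounds were pin-transferred as a titration series up to 57 uM into substrate buffer (0.5 mM F6P, 0.1 mM ATP, pH 8.0), then 1.25 nM PFK was added and reactions ran 45 min before ADP-Glo detection.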
FBPA coupling cs = qHTS Assay for Inhibitors of Fructose-1,6-bisphosphate Aldolase from Giardia Lamblia: Coupling assay counterscreen; coupling enzyme system counterscreen, AmpLite Red fluorescence; activity change, negative = inhibition, % at 58.2 µM, hits read low; hit rate 0.67% among 290,000; AID 2472, 2010; in the data active = activity change below about -30%; note: % is set by controls: 0 for no effect and ±100 for the full control effect
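Counterscreen lacking aldolase: glyceraldehyde-3-phosphate coupling-enzyme reagent preincubated 10 min at RT with compound (at 57.5 uM final), then substrate/coupling system with AmpLite Red added; fluorescence read at 525/598 nm after 20 min RT.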
PTAP TSG101 blk = qHTS Assay for Iinhibitors of HIV-1 Budding by Blocking the Interaction of PTAP/TSG101; Fluorescence polarization, FITC-PTAP peptide / Tsg101 binding; Potency, µM (titrated, usually from 115 µM), for inactives: top-dose activity change, negative = inhibition, most hits filed as inhibitors; 340,000 tested, under 10 active; AID 493005, 2010; active = well fitted inhibition curve with a large enough effect in the main read-out, with a control signal flat, not every such curve was filed as active; inconclusive = small, poorly fitted or top-dose-only effect, or effect the other way, or a change in a side signal; inactive = no such curve, though single readings can be large or run the other way; note: potency is the fitted concentration of half-maximal effect; % of control where 0% means no effect
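Fluorescence anisotropy tracks displacement of a FITC-tagged PTAP peptide (50 nM) from the Tsg101 binding domain (10 uM), following a 20 min room-temperature incubation at pH 7.5.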
GALK inh = qHTS Assay for Inhibitors of Human Galactokinase (GALK) | P51570 | Purified GALK, Kinase-Glo residual ATP luminescence | Potency, µM (top dose mostly 57.5 µM), for inactives: top-dose activity change, negative = inhibition, hits mostly inhibitors | hit rate 0.007% among 270,000 | AID 1868, 2009; note: potency is the fitted concentration of half-maximal effect; % is set by controls: 0 for no effect and ±100 for the full control effect
Target sequence (P51570 whole entry, looked up): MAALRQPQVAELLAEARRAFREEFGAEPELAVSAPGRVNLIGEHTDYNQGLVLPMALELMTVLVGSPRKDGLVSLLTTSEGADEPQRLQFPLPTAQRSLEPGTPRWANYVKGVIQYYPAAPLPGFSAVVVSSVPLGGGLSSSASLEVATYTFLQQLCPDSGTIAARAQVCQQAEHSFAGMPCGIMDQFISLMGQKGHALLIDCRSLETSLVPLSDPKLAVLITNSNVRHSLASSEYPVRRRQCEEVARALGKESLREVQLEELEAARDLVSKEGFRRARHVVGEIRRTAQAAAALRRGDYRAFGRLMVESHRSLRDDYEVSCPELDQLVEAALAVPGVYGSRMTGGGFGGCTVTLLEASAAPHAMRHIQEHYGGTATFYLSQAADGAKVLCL
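Galactose (100 uM) and ATP (35 uM) were turned over by 5 nM GALK for 1 h at RT. Kinase-Glo Plus then converted the remaining ATP into a luminescent signal.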
a7 integrin act = qHTS for Activators of Integrin-Mediated Alleviation for Muscular Dystrophy | hit rate 0.064% among 350,000 | Potency, µM (series often up to 38.3 µM), for the others: top-dose activation, hits mostly activators | alpha7betagal myoblasts, beta-gal FDG fluorescence, 48 h | AID 624291, 2012;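 note: potency is the fitted concentration of half-maximal effect; 100% = response of the positive control SU9516; nearly all actives have a fitted effect of over 60% in size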
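Alpha7betagal+/- myoblasts (passage 13) were plated 16-24 hr, then exposed to compounds (1:260 dilution of DMSO stock) for 48 hours at 37C. After MPER lysis, β-galactosidase reporter activity was read as FDG fluorescence (ex 480/em 540) after 30 minutes.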
ASM inhibitor = Inhibitors of Secretory Acid Sphingomyelinase (S-ASM): qHTS; Sphingomyelin phosphodiesterase (Homo sapiens), P17405; placental ASM, HMU-PC fluorogenic substrate, 60 min; Potency, µM (doses to about 57.5 µM), for inactives: at the highest dose activity change, negative = inhibition, most hits filed as inhibitors; hit rate 0.006% among 340,000; AID 504937, 2011; note: potency is the fitted concentration of half-maximal effect
Target sequence (P17405 47-631 limits assumed): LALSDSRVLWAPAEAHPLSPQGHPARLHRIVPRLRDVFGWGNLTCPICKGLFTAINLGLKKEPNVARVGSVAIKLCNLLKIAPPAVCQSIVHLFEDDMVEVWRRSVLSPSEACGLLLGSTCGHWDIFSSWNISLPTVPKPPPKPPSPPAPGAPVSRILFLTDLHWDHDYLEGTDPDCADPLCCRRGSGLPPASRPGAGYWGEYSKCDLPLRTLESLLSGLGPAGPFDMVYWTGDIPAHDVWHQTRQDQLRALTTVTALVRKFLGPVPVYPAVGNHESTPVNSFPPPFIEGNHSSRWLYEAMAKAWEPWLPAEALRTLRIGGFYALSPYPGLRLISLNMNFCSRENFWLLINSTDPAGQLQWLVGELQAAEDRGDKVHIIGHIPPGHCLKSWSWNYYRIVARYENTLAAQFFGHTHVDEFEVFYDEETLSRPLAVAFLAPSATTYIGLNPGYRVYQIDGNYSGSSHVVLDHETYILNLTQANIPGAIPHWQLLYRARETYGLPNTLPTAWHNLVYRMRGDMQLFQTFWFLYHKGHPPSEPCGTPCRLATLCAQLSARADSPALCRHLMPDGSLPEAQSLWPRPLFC
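Fluorescence read-out (Ex 386 nm, Em 447 nm) after stopping the reaction at pH 10. Enzyme: ASM from human placenta; substrate HMU-PC0, 9 uM final; 60 min, 37 °C. Compound preincubation 10 min, ambient temperature.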
B2AR arrestin = qHTS assay of beta-arrestin-biased ligands of beta2-adrenergic receptor | hit rate 0.02% among 330,000 | Potency, µM (titrated, usually from 46.1 µM), without a hit: at the top dose activation, most hits filed as activators | beta-arrestin recruitment to beta2AR, cell-based reporter | Beta-2 adrenergic receptor (Homo sapiens), P07550;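 note: potency is the fitted concentration of half-maximal effect; 0% = DMSO controls and full agonism = EC100 isoproterenol or metaproterenol; nearly all actives have a fitted effect of over 65% in size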
Menin MLL FP TR = qHTS Assay for Inhibitors Targeting the Menin-MLL Interaction in MLL Related Leukemias: Competition With Texas Red Labeled MLL-derived Mutant Peptide; Menin + Texas Red MLL mutant peptide, fluorescence polarization; Potency, µM (top dose mostly 61.6 µM), for inactives: top-dose FP activity change, negative = inhibition, usual class: inhibitors; hit rate 0.23% among 270,000; active = well fitted inhibition curve with a large enough effect in the polarisation, with a control signal flat, not every such curve was filed as active; inconclusive = small, poorly fitted or top-dose-only effect, or effect the other way, or a change in a side signal; inactive = no such curve, though single readings can be large or run the other way; the % refers to the polarisation; note: potency is the fitted concentration of half-maximal effect; % of control where 0% means no effect; many of its hits are not listed in these tables
Giardia kill = Small Molecules that selectively kill Giardia lamblia: qHTS; activity change, % at 7.66 µM, hits read low; Giardia lamblia trophozoite viability; hit rate 0.15% among 340,000; AID 540267, 2011; in the data active = activity change below about -80%; inconclusive = between about -30% and that limit;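 note: parasites exposed to compound for two days anaerobically before the ATP read; % is set by controls: 0 for no effect and ±100 for the full control effect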
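Viability, read as ATP luminescence: trophozoites at 100 cells/well, compound added, 48 hrs anaerobic at 37 deg C, then 15-30 min room-temperature development before reading.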
PKM2 activator = qHTS Assay for Activators of Human Muscle isoform 2 Pyruvate Kinase; Pyruvate kinase PKM (Homo sapiens), P14618; purified PKM2, Kinase-Glo ATP luminescence, activation; response scale: 0% is enzyme alone, no compound; Potency, µM (series often up to 57.5 µM), without a hit: at the top dose activation, usual class: activators; hit rate 0.34% among 260,000; note: potency is the fitted concentration of half-maximal effect; % is set by controls: 0 for no effect and ±100 for the full control effect; nearly all actives have a fitted effect of over 55% in size
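ATP formation by purified human PK-M2, quantified via coupled luciferase luminescence after 1 h at room temperature with 0.1 mM ADP and 0.5 mM PEP final.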
* hit, by the source's call; i = inactive; u = inconclusive; x = not tested or not shown; [ ] = dose if it differs, or a comment. Unless noted, calls come from the whole dose curve; as a rule, active = well fitted curve in the direction sought with a large enough effect; inconclusive = small, poorly fitted or top-dose-only effect, or another doubt; inactive = no such curve, though single readings can be large; an effect the other way counts as inactive or inconclusive. These rows are one share of the data (hit frequency here may not be typical).

Compound | ASM inhibitor | a7 integrin act | FBPA coupling cs | BCR signal inh | PTAP TSG101 blk | B2AR arrestin | Menin MLL FP TR | Tb PFK block | PKM2 activator | GALK inh | Giardia kill
Cc1ccc(-c2nnc(-c3ccccc3)c(-c3ccccc3)n2)cc1 | -7% | -7% | 7 | 3% | -3% | 0.5% | 3% | 1% | 0% | x | 6
COc1cc(SC)ccc1C(=O)N1CCN(Cc2ccc3c(c2)OCO3)CC1 | 0% | -11% | 2 | u | -3% | -0.8% | -26% | -4% | -4% | x | u
Cc1cc(C(=O)OCC(=O)Nc2ccccc2C#N)c(C)o1 | 0% | -3% | x | -18% | -2% | -1.7% | x | -4% | x | x | 1
Cc1cc(=O)[nH]c(SCC(=O)N2CCc3ccccc3C2)n1 | -2% | -13% | 4 | u | -2% | -0.7% | x | 0% | 8% | 0% | 2
COCCNC(=O)CN(Cc1ccc2c(c1)OCO2)C(=O)CCC(=O)Nc1nccs1 | 3% | 17% | 0 | 7% | -3% | -0.7% | -6% | -8% | 3% | 1% | 5
C=CCNC(=O)C1CC2Cn3c(nc4ccccc43)C2N1C (stereo unspecified) | -1% | -8% | 1 | 4% | 1% | -0.4% | x | 2% | 0% | 0% | -22
O=C(NCc1cccs1)c1ccc2c(c1)OCCO2 | -1% | -3% | 0 | 5% | -5% | -0.7% | 15% | -4% | -2% | 4% | -5
CCOc1ccc(S(=O)(=O)N2CCN(C(=O)CN3C(=O)NC4(CCCC4)C3=O)CC2)cc1 | -3% | -4% | x | -3% | -4% | 0.3% | x | 0% | x | x | -14
CC(C)(C)c1ccc(OCCC(=O)OCC(=O)Nc2cccnc2Cl)cc1 | -16% | -28% | x | u | -3% | 0.1% | x | 3% | x | x | 5
COc1ccc2c(Cl)c(C(=O)N/N=C3\CCCC(=O)C3)sc2c1 | 16% | -3% | 0 | -1% | u | 4.2% | u | -4% | 1% | 15% | 1
CCn1c(SCC(=O)Nc2cc(OC)c(OC)c(OC)c2)nnc1-c1cccs1 | 3% | -14% | 2 | u | -2% | 0.2% | 7% | 3% | -9% | 1% | -9
Nc1ccc2cn[nH]c2c1 | 2% | x | -32* | u | 0% | -1.3% | u | -1% | u | -2% | -16
CC(Oc1ccc(Cl)cc1Cl)C(=O)OCC(=O)c1c(N)n(C)c(=O)n(C)c1=O (stereo unspecified) | -14% | 16% | x | 4% | -4% | -0.7% | x | 0% | x | x | -1
CC(C)Cn1c([N+](=O)[O-])nc2c1c(=O)[nH]c(=O)n2C | -2% | -46%[inhibitor] | -31* | u | -4% | -1.0% | x | -4% | -4% | x | -5
Fc1ccccc1COc1ccc(Br)cc1CNCc1cccnc1 | -1% | -23% | -5 | u | 0% | -0.4% | u | -6% | 2% | 0% | 20
CCOc1ccc(CCN2CN(CC)CNC2=S)cc1OCC | 12% | -12% | 5 | -6% | 0% | -0.1% | -20% | 0% | -5% | -1% | 16
COc1ccc(Cc2nnc(N/N=C/c3ccc(O)cc3)[nH]c2=O)cc1OC | -6% | 4% | 9 | u | 1% | -0.5% | 10% | 7% | -19% | -1% | 11
O=c1c2ccccc2nnn1-c1ccc(Br)cc1 | 4% | 5% | 0 | u | 0% | -0.9% | x | 1% | 4% | x | -9
Cc1ccc2nc(Cl)c(CNCc3ccccc3)cc2c1 | -1% | 9% | 3 | -1% | -1% | 0.5% | -28% | -1% | -6% | 2% | u
N#Cc1cnn(-c2nc(SCc3ccccc3)nc3sc4c(c23)CCCC4)c1N | -5% | u | -1 | 17% | -2% | -0.4% | -4% | 1% | 0% | -1% | -6
O=C(COC(=O)c1ccc(Br)o1)NCc1ccc(Cl)cc1 | -1% | -30% | x | 1% | 4% | -0.2% | x | -11% | x | x | 12
CC(=O)N1CCN(CCS(=O)(=O)c2cc(Cl)ccc2Cl)CC1 | 2% | -58%[inhibitor] | x | u | 0% | -0.1% | x | 4% | x | x | 19
CCOC(=O)Cn1c(=O)c(-c2ccccc2N)nc2ccccc21 | -9% | 25% | 0 | -2% | -7% | 0.2% | x | 13% | -6% | 3% | -11
Cc1ccc(C(=O)NCC(C)(C)N2CCOCC2)s1 | 0% | -18% | 1 | -5% | -2% | 4.8% | -1% | -1% | 1% | -2% | -11
COc1cc(OC)cc(-c2c(-c3ccc(C(C)=O)cc3)c3cc(-c4cccc5[nH]ccc45)ccc3n2C)c1 | 58%[activator] | 14% | x | 0% | 1% | 0.1% | x | 7% | x | x | 10
CCC(C(=O)OC)n1cnc2c(nnn2-c2ccc(OC)cc2)c1=O (stereo unspecified) | 0% | 17% | 1 | -2% | 0% | -1.5% | -14% | -4% | 1% | 1% | 0
Cc1ccc(C)c(N2CCN(C(=O)c3ccc(Cn4c(=S)[nH]c5ccc(N6CCOCC6)cc5c4=O)cc3)CC2)c1 | 89%[activator] | 10% | 0 | 0% | 1% | 0.4% | 1% | -7% | 2% | 2% | 3
Cc1ccc(C(=O)NCC(=O)N/N=C/c2sccc2C)cc1[N+](=O)[O-] | -2% | -1% | 0 | 2% | -3% | 0.2% | 10% | 6% | -1% | -4% | 4
c1ccc2oc(NC3=NCN(CC4CCCO4)CN3)nc2c1 (stereo unspecified) | 1% | 13% | 3 | u | -7% | -0.1% | -8% | u | u | 1% | -5
CCOC(=O)c1cc(-c2ccc(F)cc2)n(CC(=O)N2CCCC2)c1C | -1% | -15% | 0 | 6% | -1% | -0.1% | -5% | 0% | -7% | 2% | 4

The results go on.
Compound | ASM inhibitor | a7 integrin act | FBPA coupling cs | BCR signal inh | PTAP TSG101 blk | B2AR arrestin | Menin MLL FP TR | Tb PFK block | PKM2 activator | GALK inh | Giardia kill
COc1cccc(-c2cc(N3C(=O)Nc4ccccc4N3O)n[nH]2)c1 | 0% | 12% | 2 | u | -2% | -0.2% | -3% | -3% | 0% | 1% | -7
CC1CC(C)CN(CCCNC(=O)c2ccc3c(c2)ncn3C2CCCC2)C1 (stereo unspecified) | -1% | 0% | -2 | u | 0% | -0.9% | -2% | 2% | 0% | 2% | 22
CN(C)S(=O)(=O)c1ccc(C(=O)NC(=O)CSc2nncs2)cc1 | 5% | 9% | x | 6% | 0% | -1.7% | x | 0% | x | x | 2
COc1ccc(CNC(=O)C(c2ccncc2)N(C(=O)Cc2cccs2)c2ccc(C)cc2)cc1 (stereo unspecified) | -2% | -18% | 6 | u | -8% | 0.1% | -22% | -3% | 10% | 0% | -2
COc1ccc(C(N)c2nccc3cc(OC)c(OC)cc23)cc1OC (stereo unspecified) | 13% | -21% | -26 | -11% | -1% | 6.9% | -23% | 0% | 0% | 3% | 4
Cc1ccc(OCC(=O)NCc2cccs2)c([N+](=O)[O-])n1 | 0% | 12% | 4 | 1% | -6% | -0.5% | -3% | 0% | 1% | -2% | u
CC(OC(=O)c1ccccc1NCCO)C(=O)NCC(=O)Nc1ccc(F)c(F)c1F (stereo unspecified) | i | -18% | 2 | -1% | x | -0.5% | 1% | 5% | -5% | -3% | 20
CN1CCN(C(=O)c2ccc(-c3ccc(Br)cc3)o2)CC1 | -3% | -13% | x | u | -2% | -0.9% | x | -14% | x | x | -22
Cc1ccc(-n2c(C)c3c(C)nnc(C)c3c2C)cc1C | 8% | -43% | -6 | 5% | -3% | 0.0% | -13% | 3% | 6% | -1% | 1
CC(C)c1ccc(C(C)NCCS(=O)(=O)c2ccc(Br)cc2)cc1 (stereo unspecified) | 2% | 22% | x | -5% | -3% | 0.0% | x | -5% | 0% | -3% | -6
CCOC(=O)C1C(=O)C=C(/C=C/c2ccccc2)CC1c1ccc(Cl)cc1 (stereo unspecified) | -5% | -1% | -2 | -10% | -4% | 0.3% | -9% | 1% | -3% | -1% | 1

Screens deposited in PubChem BioAssay by National Center for Advancing Translational Sciences (NCATS).
